Screening results deposited in PubChem by The Scripps Research Institute Molecular Screening Center.
CHRM5 agonist – agonists of human muscarinic M5 receptor (CHRM5). P08912. CHO-K1 hM5 cells, Fluo-8 calcium fluorescence; 0% DMSO wells, 100% maximal acetylcholine response. activation, % at 3 µM. actives 0.19% (n = 360,000);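 active = activation above the run's mean over test compounds plus 3 SD, cut at about 23% in these data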;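 note: signal is peak over basal fluorescence ratio across the kinetic read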
Target sequence (P08912 whole entry, looked up): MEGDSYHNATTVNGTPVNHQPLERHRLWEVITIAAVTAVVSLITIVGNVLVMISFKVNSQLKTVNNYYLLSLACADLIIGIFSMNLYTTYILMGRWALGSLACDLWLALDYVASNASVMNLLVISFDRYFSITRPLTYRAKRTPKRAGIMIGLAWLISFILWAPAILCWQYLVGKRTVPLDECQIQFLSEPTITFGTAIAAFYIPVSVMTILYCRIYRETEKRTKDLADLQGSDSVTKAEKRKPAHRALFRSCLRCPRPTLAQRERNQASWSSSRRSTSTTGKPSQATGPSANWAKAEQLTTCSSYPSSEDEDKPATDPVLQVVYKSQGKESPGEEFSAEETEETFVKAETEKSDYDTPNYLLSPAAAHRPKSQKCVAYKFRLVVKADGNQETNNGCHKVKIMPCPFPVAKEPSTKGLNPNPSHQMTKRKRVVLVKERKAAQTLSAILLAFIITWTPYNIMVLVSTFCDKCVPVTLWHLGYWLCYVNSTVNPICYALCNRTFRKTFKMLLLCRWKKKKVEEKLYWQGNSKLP
M4 ag – CHRM4 agonism in calcium assay. P08173. activation, % at 3 µM. CHO-K1 hM4/Gqi5, Fluo-8 calcium fluorescence; vehicle 0%, full acetylcholine response 100%. actives 0.14% (n = 360,000). AID 624127;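 active = activation above the run mean over all test wells plus 3 SD, cut at about 32% in these data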;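 note: peak over basal fluorescence ratio per well then scaled between controls; 0% = DMSO wells and 100% = acetylcholine at EC100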
Target sequence (P08173 whole entry, looked up): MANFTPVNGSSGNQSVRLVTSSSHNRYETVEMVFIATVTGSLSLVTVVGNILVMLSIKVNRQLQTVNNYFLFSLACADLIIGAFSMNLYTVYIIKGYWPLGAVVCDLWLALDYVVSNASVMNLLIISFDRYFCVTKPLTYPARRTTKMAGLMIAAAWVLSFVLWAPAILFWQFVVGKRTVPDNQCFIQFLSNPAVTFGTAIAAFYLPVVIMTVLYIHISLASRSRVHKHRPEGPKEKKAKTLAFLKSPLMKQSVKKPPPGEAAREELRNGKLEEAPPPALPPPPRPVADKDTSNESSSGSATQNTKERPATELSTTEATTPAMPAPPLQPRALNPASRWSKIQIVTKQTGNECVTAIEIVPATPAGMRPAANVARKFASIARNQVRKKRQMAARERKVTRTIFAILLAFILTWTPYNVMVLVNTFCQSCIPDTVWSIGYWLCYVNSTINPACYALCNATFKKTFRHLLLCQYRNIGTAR
CHRM5 antagonist – blocks acetylcholine activation of human M5 receptor | inhibition, % at 3 µM | AID 624040 | CHO-hM5 cells, Fluo-8 calcium fluorescence, ACh EC80 | actives 0.59% (n = 360,000) | P08912;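 active = inhibition above a per-plate cutoff, the mean of that plate's test compounds plus 3 SD, cut at about 27% in these data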;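 note: 0% = acetylcholine EC80 with DMSO and 100% = DMSO without agonist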
M5 PAM – CHRM5 positive allosteric modulation. CHO-K1 hM5, Fluo-8 calcium, ACh EC20 PAM; 0% = ACh EC20, 100% = ACh EC100. activation, % at 3 µM. actives 0.3% (n = 360,000). AID 624038;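 active = activation above the run cutoff, the mean activation of all test compounds plus 3 SD, cut at about 18% in these data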
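System: CHO-K1 hM5 cells. Reagent: acetylcholine, EC20 level. Compound dosing: single dose, 3 µM nominal final test concentration. Timing: Post-acetylcholine fluorescence recording 140 s. Detection: Fluo-8 calcium fluorescence. Read-out: % activation, ACh-normalized. Benchmarks: ACh EC20 and EC100 wells. Repeats: singlicate, one well per test compound.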
CHO-K1 Ca PAM – nonselective activator or artifact in parental CHO-K1 calcium assay; AID 602247; actives 0.02% (n = 360,000); ATP EC20, Fluo-8 calcium fluorescence; 0% at ATP EC20, 100% at ATP max; activation, % at 3 µM;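 active = activation above the run cutoff, the mean activation of all test compounds plus 3 SD, cut at about 40% in these data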;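 note: peak over basal fluorescence ratio in a 140 s read after ATP addition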
CHO-K1 Ca antag – M1 antagonist counterscreen hit in parental CHO-K1 cells; ATP-induced calcium, Fluo-8 fluorescence; actives 0.6% (n = 360,000); inhibition, % at 3 µM;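 active = inhibition above a per-plate cutoff, the plate's mean sample inhibition plus 3 SD, cut at about 24% in these data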;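 note: 0% = DMSO plus EC80 ATP and 100% = DMSO alone without ATP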
CHRM4 antagonist – CHRM4 antagonism in calcium assay; AID 624125; actives 0.73% (n = 360,000); inhibition, % at 3 µM; CHO-hM4 cells, ACh EC80, Fluo-8 calcium fluorescence; P08173;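 active = inhibition above its plate's cutoff, the mean inhibition of sample wells plus 3 SD, cut at about 27% in these data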;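 note: 0% = acetylcholine EC80 with DMSO and 100% = DMSO without agonist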
M1 ag parental – M1 agonist counterscreen hit in parental CHO-K1 cells; activation, % at 3 µM; Fluo-8 calcium fluorescence; scaled to maximal ATP response, vehicle zero; actives 0.48% (n = 360,000); in the data active = activation above about 15%;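 note: untransfected CHO-K1 host cells lacking M1 receptor as counterscreen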
M4 PAM – CHRM4 positive allosteric modulation | P08173 | CHO-K1 hM4/Gqi5, Fluo-8 calcium fluorescence, ACh EC20; 0% = ACh EC20, 100% = maximal ACh | activation, % at 3 µM | actives 0.4% (n = 360,000) | AID 624126;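 active = activation above its plate's cutoff, the mean activation of sample wells plus 3 SD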; note: some results filed as inactive read as strong as hits
The depositor's hits bear a star.

Sequence of screens: CHRM5 agonist, M4 ag, CHRM5 antagonist, M5 PAM, CHO-K1 Ca PAM, CHO-K1 Ca antag, CHRM4 antagonist, M1 ag parental, M4 PAM
CCCCn1c(SCn2nnc3ccccc3c2=O)nc2cc(S(N)(=O)=O)ccc21
    -0.3, 1.9, 4.4, -2.9, 3.5, -0.1, -1.8, 2.2, -2.9
Cc1cc(N2CCN(C(=O)Nc3ccc(F)cc3F)CC2)c2ccccc2n1
    -4.9, 0.6, 11.2, -2.9, -5.1, -7.3, 1.7, 0.6, -3.1
COc1cccc(NC(=O)[C@@H](NC(=O)N2CCn3c2nc2ccccc23)C(C)C)c1
    -0.8, 6.7, -3.7, 4.6, 16.5, -16.2, -8.3, 2.3, 2.6
O=S(=O)(NC1=NCCCCC1)c1ccc2sc(NS(=O)(=O)c3ccc4ccccc4c3)nc2c1
    -3.8, 1.7, 4.1, 3.2, -12.2, -1.1, 5.7, 0.4, -10.0
CC(=O)C1=C(O)C(=O)N(c2ccc(C)cc2)C1c1ccc([N+](=O)[O-])cc1 (centres undefined)
    2.4, 1.0, -2.0, 1.2, 14.9, 14.3, 3.3, 16.1*, 3.8
Cc1ccc(NC(=O)CCc2c[nH]c3ccccc23)nc1
    -1.1, 4.0, 2.8, -5.3, -24.1, 19.2, -9.7, -0.2, 8.5
Cn1nc(C(C)(C)C)c([N+](=O)[O-])c1C(=O)NCCO
    -1.0, 0.7, 3.6, -5.7, 19.2, -6.7, 0.6, 0.2, 1.4
CCN(CC(=O)Nc1c(F)cccc1F)C(=O)CCCOc1ccc(OC)cc1
    3.8, 3.6, 6.2, -3.3, -20.4, 2.3, 6.7, 0.9, 2.5
COc1cccc(NC(=O)N2CCOCC2)c1
    -1.7, 0.1, -2.9, -0.2, 15.4, -5.0, -1.7, 0.9, 11.2
O=C(COC(=O)c1cc([N+](=O)[O-])ccc1N1CCOCC1)NC1CCCCC1
    1.7, 3.1, 0.8, 3.8, -5.3, -7.5, -10.6, 0.1, 7.1
COC(=O)[C@H](CC(C)C)NC(=O)NC1CCCCC1C (some centres undefined)
    0.5, -0.1, 2.4, 0.2, -1.7, -6.2, 13.5, -0.3, 0.0
COc1ccc(-c2noc(N3CCCC(C(=O)Nc4cc(F)ccc4F)C3)n2)cc1 (centres undefined)
    0.9, 0.4, 1.0, -4.1, -10.0, 8.6, -9.1, -0.3, 2.5
CCOc1ccc(-n2c(SCc3nc(-c4ccc(C)cc4)no3)nnc2-c2ccncc2)cc1
    -1.9, 2.5, 6.6, -7.1, -4.6, -1.3, 0.1, -0.1, -1.5
CC(C)CC1C(=O)N(Cc2cn(CCC3OCCO3)nn2)CCS(=O)(=O)N1Cc1ccc(-c2cccc(CO)c2)cc1 (centres undefined)
    1.1, 12.5, 7.9, -9.3, 3.9, -3.4, -6.7, 3.9, -6.8
O=C(COC(=O)c1ccncc1)Nc1cc(Cl)ccc1Cl
    1.7, 0.4, 3.0, -3.3, 9.0, -9.3, -9.7, 0.1, 4.2
Cc1cc(Cl)c2oc(C(=O)NCCN3CCOC3=O)c(C)c2c1
    -1.1, 0.0, -0.8, -0.6, -4.2, -14.6, 11.0, 0.2, -5.5
NC(=O)c1c(NC(=O)Cn2nc(C(=O)O)c3ccccc3c2=O)sc2c1CCC2
    2.7, -0.1, 1.2, -4.1, 9.1, -3.5, 10.5, -0.2, -18.3
O=C(c1cnn(C(=O)CN2CCCC2=O)c1)c1ccccc1O
    1.5, 0.6, 1.0, 5.9, -10.7, 5.4, -4.0, 0.4, 4.9
O=C(Nc1c(C(=O)O)[nH]c2ccc(F)cc12)c1cccc(C(F)(F)F)c1
    2.5, -0.3, 8.8, -5.0, 4.3, 0.6, 2.5, 0.8, -10.1
CCn1c2c(c3cc(Cl)ccc31)CCCC2=O
    1.0, -1.3, -1.5, 7.0, 3.6, -5.6, -10.6, -0.2, -2.8
O=C(NC1CC1)C1=C[C@@H](C2CCCCC2)C[C@@H](OCCCCO)O1
    2.0, 0.2, -4.1, 3.5, -22.3, 9.4, -2.7, -0.6, 10.1
Cc1ccc(S(=O)(=O)N2CCCCC2)cc1NC(=O)c1c(-c2ccccc2)noc1C
    1.3, 0.3, 4.9, -4.3, -5.6, -17.4, 2.7, 0.1, -5.6
COC(=O)[C@]1(Cc2ccccc2)N[C@H](CN(C)C(=O)Nc2ccc(C)cc2)[C@@H]2C(=O)N(C)C(=O)[C@@H]21
    -0.3, 0.7, -5.9, 1.1, 8.6, -18.6, -3.0, 0.0, 4.8
CCOc1ccc(NC(=O)c2ccccc2OC)cc1
    -1.2, 0.8, 0.7, -4.4, -3.4, 19.4, -10.0, -0.7, 10.7
COc1cc(OC)cc(-c2sc3ccc(OC)cc3c2-c2ccc(O)cc2)c1
    3.3, 0.6, 4.7, 8.8, -5.5, 3.5, -3.9, -0.5, 14.4
CCOC(=O)c1c(C)c(C(=O)NCc2ccc3c(c2)OCO3)c(C)n1CC
    -0.8, 1.1, -3.4, 3.2, 17.1, -9.3, -0.7, 0.5, 5.1
O=C(NNc1ccccc1F)c1ccccc1
    -0.4, 0.5, 2.9, -3.4, 4.0, -8.7, -4.1, 0.9, 0.1
c1ccc(-c2noc(COc3ccc4c(c3)OCO4)n2)cc1
    -1.1, -0.6, -3.5, 2.6, 6.8, 1.8, -2.6, -0.1, 2.7
CCOc1ccc(N2CC(C(=O)Nc3ccccc3C(=O)N3CCOCC3)CC2=O)cc1 (centres undefined)
    -2.7, 1.2, 12.6, -2.2, 11.2, -10.4, 3.8, 0.3, -4.2
NC(=O)c1ccccc1NC(=O)NC1CCCCC1
    1.7, 0.2, 6.4, -0.8, 5.4, 3.2, 1.1, 0.1, -6.2
CC1OC(Nc2cccc3ccccc23)C(O)C(O)C1O (centres undefined)
    4.0, 8.5, 1.0, -1.1, -3.9, 0.8, 3.3, 0.5, 1.5
Cc1nnc(NCCO)c2ccccc12
    -2.2, 2.1, -1.8, -4.4, 5.8, -11.3, -16.1, 0.1, 11.6
Cc1ccc(S(=O)(=O)Nc2ccc(Cl)cc2C(=O)c2ccc(F)cc2)cc1
    -3.1, 0.0, 13.6, -10.1, 11.8, -5.2, 1.6, 2.0, -3.0
COc1ccc(Cl)cc1NC(=O)CNc1ccccc1N1CCOCC1
    0.3, 0.0, 1.5, 5.4, 12.1, -6.2, 2.1, 0.2, -4.9
CCCCC1=CC2=C(c3ccco3)C(=O)C(C)(OC(=O)c3ccc(OC)cc3)C(=O)C2=CN1CC(C)C (centres undefined)
    2.9, 4.0, 10.4, 4.5, 13.6, -16.1, -7.9, 1.1, 1.1
N/C(Cc1nc(-c2ccc(Cl)cc2)cs1)=N/O
    1.8, 1.9, 5.8, -0.7, -16.2, 9.8, 4.3, 1.5, -4.1
OCC1OC(n2ccc3c(NO)ncnc32)C(O)C1O (centres undefined)
    2.1, 0.7, -7.4, 17.3, 6.3, -9.7, -5.8, 0.1, 7.0
N#CC1=C2N=C(N)c3ccccc3N2C2=C(C(=O)CCC2)C1c1ccc(F)cc1 (centres undefined)
    5.2, 1.8, -5.5, 2.8, 1.2, -7.8, 3.0, 0.6, -1.6
O=C(CCC(=O)OCc1ccc(C(=O)Oc2ccccc2)cc1)Nc1cccc2ccccc12
    -2.6, 0.5, 4.8, 3.8, 17.3, -8.0, -5.9, 0.5, 13.8
COc1ccc(-c2nn(-c3ccccc3)cc2C(=O)NC(=S)NNC(=O)c2ccncc2)cc1
    12.6, 33.4*, 8.6, -9.4, -10.4, 9.3, 8.1, 5.9, -12.4
Cc1ccc(NC(=O)c2nnn(CC(=O)Nc3ccccc3)c2N)cc1C
    -0.5, 0.7, -2.9, 5.7, 7.7, -8.3, -3.9, -0.3, -0.1
CC(=O)Nc1ccc(C(=O)Nc2ccc(S(=O)(=O)N3CCOCC3)cc2)cc1
    6.7, -0.1, -12.5, 3.6, 7.1, -4.0, 2.9, 0.2, 0.3
COc1ccc(S(=O)(=O)N(CCCN2CCCC2=O)Cc2cc3c(C)ccc(C)c3[nH]c2=O)cc1
    -3.7, 7.7, 3.2, -7.6, 7.2, -5.3, -8.6, 3.5, 0.2
COc1cccc(C(=O)Nc2nnc(S(=O)(=O)Nc3cccc(C)c3)s2)c1
    -2.3, 1.2, 1.9, -9.6, 5.0, 3.8, -20.1, -0.5, -1.7
CCOc1ccccc1N1CCN(C(=O)NCc2ccc(Cl)cc2)CC1
    -0.5, 13.9, 12.0, -3.3, -7.2, -4.3, -3.4, 4.6, -15.3
O=C(Nc1ccc(Br)cc1)C1CCCN(C2=NS(=O)(=O)c3ccccc32)C1 (centres undefined)
    -2.1, 1.9, 17.2, -2.5, 21.3, -7.3, 8.3, 1.0, 17.2
COc1ccc(-n2c(C)ccc2-c2ccccc2)cn1
    2.3, 1.4, -9.3, 8.4, 1.9, 3.7, 6.1, 1.2, 1.7
CCC1(O)C(=O)OCc2c1cc1n(c2=O)Cc2cc3c(N)cccc3nc2-1 (centres undefined)
    3.0, 1.3, 2.8, 4.2, 28.2, -17.6, -13.8, 1.2, 1.2
CCCCC[C@H]1CN(CCc2ccccc2)C(=O)[C@@H]1CC(=O)NCc1ccc(OC)cc1
    0.5, 3.8, 11.4, -10.1, 4.9, -10.1, -1.1, -0.4, -2.4
O=C(C[C@H]1C/C=C\CCCC(=O)OC[C@H]2CCCN2C1=O)NCCO
    -2.0, 9.0, 12.5, -4.3, 0.8, -2.8, 13.2, 0.4, -4.6
CCOC(=O)c1cnc(SC2CC(=O)N(c3ccc(C)cc3)C2=O)nc1N (centres undefined)
    -2.3, 0.9, -10.9, 2.1, 14.5, -9.9, 1.3, 0.9, 14.3
CC(=O)c1ccc(NCCC(=O)c2ccccc2)cc1
    0.4, 0.7, -2.7, 3.1, 16.4, -5.6, -0.8, 0.4, 16.9
COc1ccc(C(CNC(=O)c2cccc(S(=O)(=O)N3CCCC(C)C3)c2)N(C)C)cc1 (centres undefined)
    -0.3, 2.8, 4.7, -0.7, 3.3, -14.0, -7.4, 0.2, -0.4
